ARNT-TACC3 inh = disrupts binding between human ARNT and TACC3 | AlphaScreen His-ARNT PAS-B/GST-TACC3 binding, luminescence; TACC3 fragment carries E629A point mutation | inhibition, % at 9.99 µM | 390,000 tested, 0.66% active;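 active = mean inhibition of replicates at least 50% and at least half of replicates each reaching 50%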;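 note: 0% = complete ARNT plus TACC3 wells and 100% = ARNT alone without TACC3; many hits fall short of the cut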
Cneo AK release = causes C. neoformans cell lysis. lysis activity, % at 15 µM. 360,000 tested, 0.2% active. adenylate kinase release luminescence, 4 h; normalised: neutral wells 0, clomiphene wells 100;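 active = mean lysis activity across replicates of at least 80%, whatever share of replicates individually reach that level; inactive = mean lysis activity below 80%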
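Assay system: Cryptococcus neoformans yeast cells / Dosing: single-point compound dose / Timing: 4 h at 37 °C static, read 1 h later / Measured by: luminescence of released adenylate kinase using an AK detection reagent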
Statin myotox sup = protects C2C12 myotubes from simvastatin toxicity. AID 602340. 330,000 tested, 0.78% active. ATP luminescence, 48 h; scaled: DMSO 0, geranylgeraniol control 100. rescue of ATP level, % at 7.49 µM;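 active = mean ATP rescue above about 67%, or every replicate alone reaching that limit, limit read from the data, passing the limit was not always enough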;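 note: myotubes were challenged with 10 µM simvastatin during compound exposure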
INS-1E GSIS act = GLuc luminescence reporter in INS-1E cells, primary screen for activators of glucose-dependent secretion of insulin. 370,000 tested, 0.61% active. INS-1E GLuc reporter insulin secretion, 2-3 h. AID 743287. activation, % at 16.6 µM;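 active = lowest replicate activation of at least 40%, so every replicate reaches that level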;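 note: 0% = median of neutral control wells and 100% = median of IBMX positive control wells; some compounds called inactive have numbers as strong as hits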
PglD inh = inhibitors of Campylobacter jejuni PglD acetyltransferase | purified PglD enzyme, DTNB colorimetric CoA detection | inhibition, % at 12.5 µM | 360,000 tested, 0.098% active | AID 602405; in the data active = inhibition above about 16%, passing the limit was not always enough; note: strong numbers were not always called active
PAX8 inh HTS = inhibitors of PAX8 transcriptional activity in RMG-I cells. 360,000 tested, 1.2% active. inhibition, % at 12.6 µM. RMG-I TPO-luciferase reporter, SteadyGlo, 24 h;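 active = mean replicate inhibition at least 60% with every replicate also reaching 60%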;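 note: luciferase light reporting Pax8 driven TPO promoter activity; plate controls were median of neutral control wells for no effect and mitoxantrone controls for full effect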
LGR2 inh = inhibitors of bursicon-induced Drosophila LGR2 receptor cAMP signaling; HEK293 LGR2, CRE-luciferase, bursicon-stimulated, 4 h; inhibition, % at 9.99 µM; 380,000 tested, 0.35% active;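 active = drop in luminescence signal, shown as inhibition above about 50% in the replicate tests, limit read from the data, passing the limit was not always enough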;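 note: agonist challenge used bursicon conditioned medium at about half maximal strength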
PGC1a acetyl inh = lowers PGC1a acetylation signal in U2OS cells; AlphaScreen anti-acetyl-lysine; with virally co-expressed GCN5 acetyltransferase; inhibition, % at 15.6 µM; 350,000 tested, 0.17% active; AID 651687;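 active = every replicate shows inhibition of at least 40%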;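 note: 0% = neutral control wells and 100% = positive control wells; some results beyond the cut were filed as inactive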
* marks the source's active call; other numbers are inactive results; . = no result given; & = joins results of further samples. Not all compounds are listed, so the mix of outcomes need not match the whole.

SMILES	ARNT-TACC3 inh	Cneo AK release	Statin myotox sup	INS-1E GSIS act	PglD inh	PAX8 inh HTS	LGR2 inh	PGC1a acetyl inh
O=C(O)C(Cc1cnc[nH]1)NS(=O)(=O)c1ccc(Br)cc1 (configuration not stated)	15.4	0.8	-7.4	31.8	0.1	-2.1	-1.7	.
COc1ccccc1OCC(=O)N1CCN(Cc2ccc3c(c2)OCO3)CC1	-3.0	.	.	16.2	.	12.7	10.0	-5.9
COc1ccc(S(=O)(=O)N2CCOCC2)cc1NC(=O)COC(=O)Cc1ccccc1	-3.3	2.2	6.2	-2.2	3.3	10.8	7.4	0.6
COc1ccc(CCC(=O)NCCc2cnc[nH]2)cc1	-18.4	2.3	1.9	6.6	5.1	-5.6	-7.4	-4.0
O=C(c1ccc(Cl)cc1)C1CCCN(C2CCSCC2)C1 (configuration not stated)	.	.	.	31.4	.	12.1	2.0	12.5
CCC1C(c2ccccc2)NC(c2ccccc2)CC1(O)c1ccc(F)cc1 (configuration not stated)	1.6	-5.7	0.1	-34.8	-7.2	30.9	31.8	-7.3
COc1ccc(CCNCc2ccccc2)cc1	-3.2	-2.6	8.1	-8.4	-1.6	-10.3	-1.2	.
C[C@]12CCC3C(CC[C@H]4C[C@H](N)CC[C@]34C)C1CC[C@H]2O (some centres not stated)	-22.8	-0.9	-4.5	7.2	6.4	6.0	16.3	-3.4
CCC(=Nc1ccc2c(c1)CCC2)c1c(O)n(-c2ccc(OC)cc2)c(=O)[nH]c1=O	-3.2	.	.	-18.1	.	7.4	-9.9	.
Cc1cc(OCC(=O)NCc2ccncc2)c2c3c(c(=O)oc2c1)CCCC3	-2.9	-0.7	-32.7	15.4	0.5	4.4	0.4	3.7
N#Cc1cccc(-c2ccc([C@@H]3[C@@H](CO)N4CCCCN(C(=O)Cc5cccnc5)C[C@H]34)cc2)c1	11.1	-1.4	3.4	-3.8	-4.3	-8.3	-11.8	1.8
COc1cc(OC)c2c(c1)O[C@@H](c1ccc(OC)c(OC)c1)[C@H](O)C2	1.4	3.4	5.6	14.3	-2.0	4.1	5.1	-5.8
O=c1c2ccccc2nc(-c2ccco2)n1-c1ccncc1	-3.6	-7.3	-3.8	.	2.8	.	.	1.3
NC(N)=N/N=C/c1ccc(N(c2ccccc2)c2ccccc2)cc1	-77.5	6.2	-46.3	320.8*	-6.3	81.3*	52.0*	.
O=C1C2CCCN2C(c2ccncc2)N1c1ccc(Cl)c(Cl)c1 (configuration not stated)	-3.1	0.9	-6.5	.	3.0	4.3	.	-0.8
CCCCCn1c(=O)c(C(=O)NC(C)c2ccccc2)c(O)c2ccccc21 (configuration not stated)	-0.6	-0.1	8.0	13.3	-0.2	-19.2	2.9	.
CC1CCC(N2CCN(C(=O)COc3ccccc3)CC2)CC1 (configuration not stated)	-2.9	0.4	-0.7	20.9	3.0	-4.1	0.4	.
Cc1ccc(-c2nc3ccccc3c(=O)n2-c2ccc(O)cc2)cc1	3.8	.	-1.4	11.2	.	8.6	-4.1	-15.9
CSCCC(c1nnnn1C(C)(C)C)N1CCC(n2c(=O)[nH]c3ccccc32)CC1 (configuration not stated)	.	27.8	-4.9	-8.0	-5.1	32.9	12.5	-10.0
CC(=Nc1c(C)n(C)n(-c2ccccc2)c1=O)c1c(O)n(Cc2ccccc2)c(=O)[nH]c1=O	8.0	0.6	-1.1	.	1.1	.	.	-3.9

4 compounds from above, showing only PglD inh, LGR2 inh and PGC1a acetyl inh.
SMILES	PglD inh	LGR2 inh	PGC1a acetyl inh
COc1ccc(CCC(=O)NCCc2cnc[nH]2)cc1	5.1	-7.4	-4.0
Cc1cc(OCC(=O)NCc2ccncc2)c2c3c(c(=O)oc2c1)CCCC3	0.5	0.4	3.7
COc1ccccc1OCC(=O)N1CCN(Cc2ccc3c(c2)OCO3)CC1	.	10.0	-5.9
CC1CCC(N2CCN(C(=O)COc3ccccc3)CC2)CC1 (configuration not stated)	3.0	0.4	.

(cont.)
SMILES	ARNT-TACC3 inh	Cneo AK release	Statin myotox sup	INS-1E GSIS act	PglD inh	PAX8 inh HTS	LGR2 inh	PGC1a acetyl inh
COc1ccc(C2SCC(=O)Nc3c2c(C)nn3-c2ccccc2)cc1OC (configuration not stated)	-3.9	-1.3	7.1	.	0.9	-22.2	.	-6.4
O=c1[nH]c(=O)n(CCC2=CCCCC2)c(O)c1C=NCc1cccnc1	0.5	-1.1	4.5	.	-0.8	.	.	3.6
C#CCNc1ccncc1S(=O)(=O)NC(=O)NC(C)C	-1.3	2.7	128.3*	.	7.0	.	.	-3.5
CCN(CC)P(=O)(NC(=O)C(Cl)(Cl)Cl)N(CC)CC.[Cl-].[Cl-].[Cl-].[Nd+3]	-7.8&-10.7	.	7.3	-2.3	2.1	7.3&28.9	7.6	13.4
O=C(Cc1ccccn1)N1CCCCN2[C@H](CO)[C@@H](c3ccc(-c4ccccc4)cc3)[C@@H]2C1	3.0	0.2	.	-3.1	1.1	-8.8	20.4	9.3
CCOP(=S)(OCC)SCC(=O)NC(C(=O)O)C(C)C (configuration not stated)	-1.6	-2.1	.	.	2.8	-4.9	.	.
CC1CN=C(NCc2ccccc2)S1 (configuration not stated)	-0.5	-0.9	4.0	.	-0.9	.	.	5.8
COc1cccc(-c2ccc([C@@H]3[C@H](CO)N4CCCCN(C(=O)Cc5ccncc5)C[C@@H]34)cc2)c1	-21.6	-1.5	.	2.4	10.6	-1.9	11.7	-10.8
O=C(c1ccccc1)c1ccc(N=Nc2c(O)[nH]c(=O)[nH]c2=O)cc1	26.5	.	.	20.6	.	-9.0	-15.6	.
COc1cc(-c2ccc(N)c(OC)c2)ccc1N	.	-1.4	10.4	13.8	-5.8	.	18.1	-20.2
CN1CC2=CC(O)CC3Oc4c(O)ccc(c4[C@]23C)C1 (some centres not stated)	5.1	-0.1	8.0	3.8	0.0	.	2.0	-12.0
C[C@]12CCC3C(CC[C@H]4C[C@@H](O)[C@H](O)C[C@]34C)C1CC[C@@H]2O (some centres not stated)	7.5	.	.	6.4	.	-1.5	-8.7	15.4
O=c1[nH]c(=O)n(-c2ccc(Cl)cc2)c(O)c1C=Nc1ccc(S(=O)(=O)Nc2nccs2)cc1	-9.0	-2.2	.	-0.8	-4.1	9.8	20.6	15.8
Cc1[nH]c2ccc(O)cc2c1CCN	21.3	-1.1	-7.4	.	2.0	22.7	5.2	-1.4
CN1C2C=C(N(C(=O)c3ccc(Cl)cc3)c3ccccc3)CC1CC2 (configuration not stated)	-6.9	0.1	-17.1	.	6.3	.	.	6.6
CN(Cc1ccccc1)C(=O)CN1CCCC1=O	0.9	-1.2	-5.2	-0.7	0.7	13.2	-13.0	6.5
O=P(C(Cl)Cl)(N1CCCCC1)N1CCCCC1	-7.4	-1.5	4.3	.	-1.4	.	.	-11.8
CCC(=NCCN1CCCCC1)c1c(O)n(C)c(=O)n(C)c1=O	-2.5	-1.3	1.6	.	-4.1	.	.	-3.3
O=c1cccc2n1CC1CNCC2C1 (configuration not stated)	16.2	2.9	0.3	.	3.3	-14.7	0.3	10.0
COc1ccc2c3c([nH]c2c1)C(C)=NCC3	7.2	1.0	-13.1	.	0.9	-13.5	22.4	15.3

Two entries drawn at random from the list so far, as already listed:
SMILES	ARNT-TACC3 inh	Cneo AK release	Statin myotox sup	INS-1E GSIS act	PglD inh	PAX8 inh HTS	LGR2 inh	PGC1a acetyl inh
COc1cc(-c2ccc(N)c(OC)c2)ccc1N	.	-1.4	10.4	13.8	-5.8	.	18.1	-20.2
O=c1[nH]c(=O)n(CCC2=CCCCC2)c(O)c1C=NCc1cccnc1	0.5	-1.1	4.5	.	-0.8	.	.	3.6

Carrying on.
SMILES	ARNT-TACC3 inh	Cneo AK release	Statin myotox sup	INS-1E GSIS act	PglD inh	PAX8 inh HTS	LGR2 inh	PGC1a acetyl inh
Cc1cc(Cl)ccc1OCC(=O)N1CCN(C)CC1	-0.4	-3.4	0.0	.	0.7	.	.	5.7
CCn1ccnc1CN1CCCC(C(=O)c2ccc(OC)cc2OC)C1 (configuration not stated)	5.5	2.6	29.6	19.6	5.1	17.7	6.7	7.6
Cc1ccc(Cc2c(C)nc3nc(SCC(=O)N4CCC5(CC4)OCCO5)nn3c2C)cc1	1.2	.	6.1	-16.1	.	-9.3	.	6.4
CC(=O)NC1CC2CCCC(C1)N2 (configuration not stated)	1.6	-2.8	-3.9	.	26.7*	-7.1	.	-22.2
CN1CCN(c2ccc([N+](=O)[O-])c(N/N=C3\CN4CCC3CC4)c2)CC1	-4.3	3.4	-34.3	.	-13.0	-5.4	.	-2.4
CCOC(=O)COc1ccc(/C=C2\C(=O)NC(=S)N(c3ccc(OC)cc3)C2=O)cc1OC	16.5	-1.3	-0.5	-8.9	.	-22.7	8.2	2.8
COc1cc(C=C2C(=O)NC(=O)NC2=O)cc(OC)c1OC	17.2	0.1	-13.4	7.8	1.5	-8.2	13.3	.
CC(=O)OC1=CC[C@H]2[C@@H]3CC[C@H]4C[C@H](OC(C)=O)[C@@H](OC(C)=O)C[C@]4(C)[C@H]3CC[C@]12C	-8.3	-0.8	-2.6	.	5.2	.	.	4.5
Cc1ccc(-n2c(O)c(/C=N/c3ncc(Br)cc3Br)c(=O)[nH]c2=O)cc1	0.8	.	.	-3.3	.	-5.5	-2.6	.
Cc1ccc(S(=O)(=O)N2Cc3ccccc3-n3nncc3C2)cc1	25.5	-0.6	-0.7	11.8	1.5	9.3	2.7	1.4
CCOc1ccc(-c2cc(C)[n+](CCN(CC)CC)c(-c3ccc(OCC)cc3)c2)cc1	19.3	-3.0	.	-7.9	-155.2	87.4*	60.4*	-5.6
CN(C)C(=O)NC(O)C(Cl)(Cl)Cl (configuration not stated)	-18.2	4.7	11.7	1.5	0.6	.	-0.4	2.0
CC(Cc1ccccc1)[n+]1cc(/N=C(\[O-])Nc2ccccc2)on1 (configuration not stated)	2.6	-0.8	-3.8	.	-1.7	1.9	.	3.1
CN1C(=O)C(=CN2CCN(C(=O)c3ccco3)CC2)C(=O)N(C)C1=S	-2.9	.	.	-15.1	.	2.7	-2.1	.
CCN1CCN(Cc2ccccc2C)CC1	2.5	.	-10.1	-6.0	-0.3	.	4.5	-20.7
CCn1cc(CN2CCCC(C(=O)c3cccc(OC)c3)C2)c(C)n1 (configuration not stated)	-4.7	.	.	-1.2	.	7.2	36.0	5.0
CN(C)C(=O)Oc1cccc2c(OC(=O)N(C)C)cccc12	-6.7	2.6	26.0	.	5.5	-0.3	.	-6.5
CCN(CC)CCO	.	1.4	1.3	3.4	7.8	.	-4.8	-0.5
O=C(O)CCn1cc(C=C2C(=O)NC(=O)NC2=O)c(-c2ccc(Br)cc2)n1	0.9	0.3	.	11.5	5.8	.	2.8	.
O=C1NC(=S)NC(=O)C1=Cc1cccc2cc3ccccc3cc12	20.7*	-1.5	-0.1	4.0	-10.1	-5.3	4.0	-10.8
COc1ccc(C(C)=O)cc1CC(C(=O)c1ccccc1)N(C)C (configuration not stated)	-2.5	1.2	4.7	16.2	-7.3	-50.5	4.1	.
COC(=O)[C@@H]1[C@@H](CO)[C@@H]2Cn3c(ccc(C4=CCCCC4)c3=O)[C@H]1N2C(=O)Cc1ccccn1	-1.7	-0.5	6.1	9.6	0.8	4.4	-14.1	.
Cc1cccc(C)c1-n1nnnc1C(C1CC1)N1CCC2(CC1)C(=O)NCN2c1ccccc1 (configuration not stated)	.	-26.4	-5.4	-8.6	-3.2	18.2	33.1	-25.4

Part of the list above, in CSV form:
structure,ARNT-TACC3 inh,Cneo AK release,Statin myotox sup,INS-1E GSIS act,PglD inh,PAX8 inh HTS,LGR2 inh,PGC1a acetyl inh
O=C(O)CCn1cc(C=C2C(=O)NC(=O)NC2=O)c(-c2ccc(Br)cc2)n1,0.9,0.3,.,11.5,5.8,.,2.8,.
CC(=O)NC1CC2CCCC(C1)N2 (configuration not stated),1.6,-2.8,-3.9,.,26.7*,-7.1,.,-22.2

Screens deposited in PubChem BioAssay by Broad Institute.
